CHRM1 PAM: human M1 muscarinic receptor positive allosteric modulators, primary screen, CHO-K1 cells, Fluo-8 calcium fluorescence, 1536-well; Muscarinic acetylcholine receptor M1 (Homo sapiens), P11229; AID 588819, 2011; actives 0.088% (n = 360,000); CHO-K1 hM1, ACh EC20; 0% = ACh EC20, 100% = maximal ACh; activation, % at 3 µM; in the data active = activation above about 19%, passing the limit was not always enough
CHRM4 agonist: human M4 muscarinic receptor agonists, primary screen, CHO-K1 cells, Fluo-8 calcium fluorescence; CHO-K1 hM4/Gqi5; vehicle 0%, full acetylcholine response 100%; Muscarinic acetylcholine receptor M4 (Homo sapiens), P08173; actives 0.14% (n = 360,000); activation, % at 3 µM;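 active = activation above the run mean over all test wells plus 3 SD, cut at about 32% in these data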;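 note: peak over basal fluorescence ratio per well then scaled between controls; 0% = DMSO wells and 100% = acetylcholine at EC100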
Target sequence (P08173 whole entry, looked up): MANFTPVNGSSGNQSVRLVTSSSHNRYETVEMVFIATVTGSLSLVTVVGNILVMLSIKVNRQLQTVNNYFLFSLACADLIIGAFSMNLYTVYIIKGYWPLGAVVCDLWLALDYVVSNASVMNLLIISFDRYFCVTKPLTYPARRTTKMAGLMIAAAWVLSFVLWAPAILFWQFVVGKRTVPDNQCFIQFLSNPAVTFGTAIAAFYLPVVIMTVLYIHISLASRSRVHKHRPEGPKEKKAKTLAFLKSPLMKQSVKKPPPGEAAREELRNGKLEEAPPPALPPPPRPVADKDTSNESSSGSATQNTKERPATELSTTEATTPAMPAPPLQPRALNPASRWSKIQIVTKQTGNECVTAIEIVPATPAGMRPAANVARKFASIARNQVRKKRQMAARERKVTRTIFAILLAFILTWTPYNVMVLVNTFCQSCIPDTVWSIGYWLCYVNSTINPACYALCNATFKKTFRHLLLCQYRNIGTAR
M5 ag: human M5 muscarinic receptor agonists, primary screen, CHO-K1 cells, Fluo-8 calcium fluorescence | CHO-K1 hM5 cells; 0% DMSO wells, 100% maximal acetylcholine response | actives 0.19% (n = 360,000) | activation, % at 3 µM | AID 624037, 2012 | Muscarinic acetylcholine receptor M5 (Homo sapiens), P08912;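 active = activation above the run's mean over test compounds plus 3 SD, cut at about 23% in these data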;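 note: signal is peak over basal fluorescence ratio across the kinetic read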
Target sequence (P08912 whole entry, looked up): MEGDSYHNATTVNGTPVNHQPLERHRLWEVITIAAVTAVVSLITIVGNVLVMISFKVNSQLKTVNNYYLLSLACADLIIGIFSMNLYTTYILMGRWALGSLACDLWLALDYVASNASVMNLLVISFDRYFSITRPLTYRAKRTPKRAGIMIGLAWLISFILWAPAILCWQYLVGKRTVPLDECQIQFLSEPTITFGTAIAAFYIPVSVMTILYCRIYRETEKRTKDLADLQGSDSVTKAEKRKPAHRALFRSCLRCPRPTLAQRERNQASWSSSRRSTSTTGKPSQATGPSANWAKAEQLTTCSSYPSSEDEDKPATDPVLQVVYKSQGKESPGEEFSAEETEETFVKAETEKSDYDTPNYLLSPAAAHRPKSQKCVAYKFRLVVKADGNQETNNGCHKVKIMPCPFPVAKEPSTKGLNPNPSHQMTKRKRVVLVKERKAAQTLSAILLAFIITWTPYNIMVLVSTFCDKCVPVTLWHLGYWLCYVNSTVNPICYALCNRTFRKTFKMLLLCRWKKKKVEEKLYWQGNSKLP
M4 antag: human M4 muscarinic receptor antagonists, primary screen, CHO cells, Fluo-8 calcium fluorescence; Muscarinic acetylcholine receptor M4 (Homo sapiens), P08173; CHO-hM4 cells, ACh EC80; inhibition, % at 3 µM; actives 0.73% (n = 360,000); AID 624125, 2012;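 active = inhibition above its plate's cutoff, the mean inhibition of sample wells plus 3 SD, cut at about 27% in these data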;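 note: 0% = acetylcholine EC80 with DMSO and 100% = DMSO without agonist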
CHRM5 PAM: human M5 muscarinic receptor positive allosteric modulators, primary screen, CHO-K1 cells, Fluo-8 calcium fluorescence | Muscarinic acetylcholine receptor M5 (Homo sapiens), P08912 | actives 0.3% (n = 360,000) | AID 624038, 2012 | activation, % at 3 µM | CHO-K1 hM5, ACh EC20 PAM; 0% = ACh EC20, 100% = ACh EC100;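 active = activation above the run cutoff, the mean activation of all test compounds plus 3 SD, cut at about 18% in these data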
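Assay system: CHO-K1 hM5 cells / Incubation: Fluo-8 loading 80 min at 37 °C plus 30 min room temperature / Technique: Fluo-8 calcium dye fluorescence, kinetic read / Repeats: single replicate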
CHRM5 antagonist: human M5 muscarinic receptor antagonists, primary screen, CHO cells, Fluo-8 calcium fluorescence; inhibition, % at 3 µM; Muscarinic acetylcholine receptor M5 (Homo sapiens), P08912; actives 0.59% (n = 360,000); CHO-hM5 cells, ACh EC80;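 active = inhibition above a per-plate cutoff, the mean of that plate's test compounds plus 3 SD, cut at about 27% in these data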;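 note: 0% = acetylcholine EC80 with DMSO and 100% = DMSO without agonist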
CHRM4 PAM: human M4 muscarinic receptor positive allosteric modulators, primary screen, CHO-K1 cells, Fluo-8 calcium fluorescence | CHO-K1 hM4/Gqi5, ACh EC20; 0% = ACh EC20, 100% = maximal ACh | Muscarinic acetylcholine receptor M4 (Homo sapiens), P08173 | actives 0.4% (n = 360,000) | AID 624126, 2012 | activation, % at 3 µM;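 active = activation above its plate's cutoff, the mean activation of sample wells plus 3 SD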; note: some results filed as inactive read as strong as hits
CRFR2-BP ag: agonists of CRF-BP/CRF-R2 complex, primary screen, cell-based, HEK293, calcium dye fluorescence, uHTS; calcium dye fluorescence (FLIPR); percent of saturating CRF peptide response; actives 0.46% (n = 350,000); AID 588473, 2011; activation, % at 13.2 µM;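 active = activation of at least 50%, plus an integration ratio under a set limit after plate pattern correction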;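 note: plate controls were neutral control wells without compound for no effect and CRF at EC100 for full effect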
CRFR2-BP antag: antagonists of CRF-BP/CRF-R2 complex, primary screen, cell-based, HEK293, calcium dye fluorescence, uHTS | inhibition, % at 11.8 µM | AID 588475, 2011 | actives 0.59% (n = 350,000) | CRF-induced calcium fluorescence;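 active = inhibition of the ligand-induced calcium signal above about 50% at the single tested concentration, limit read from the data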
Numbers without * were called inactive.

How did O=C(Nc1nnc(C2CC2)s1)c1cc(Cl)sc1Cl do in these assays?
CHRM1 PAM: -6; CHRM4 agonist: 2; M5 ag: -1; M4 antag: 6; CHRM5 PAM: -3; CHRM5 antagonist: 13; CHRM4 PAM: 0; CRFR2-BP ag: 0.1; CRFR2-BP antag: -33

What do the screens show for `COc1ccc(C2CCCCCN2C(=O)C2CCN(S(=O)(=O)c3cccc(C(C)=O)c3)CC2)cc1` (stereo not given)?
CHRM1 PAM: 12; CHRM4 agonist: 5; M5 ag: 8; M4 antag: -11; CHRM5 PAM: -2; CHRM5 antagonist: 2; CHRM4 PAM: 6; CRFR2-BP ag: 2.4; CRFR2-BP antag: 1

What do the screens show for `CN=C(C)/C(C(=O)OC)=C(/O)c1c(F)cccc1F`?
CHRM1 PAM: 0; CHRM4 agonist: 0; M5 ag: 3; M4 antag: -4; CHRM5 PAM: 2; CHRM5 antagonist: -5; CHRM4 PAM: 3; CRFR2-BP ag: -4.1; CRFR2-BP antag: 7

What do the screens show for `CC(=O)c1c(C)n(C)c2ccc(OC(=O)c3ccc([N+](=O)[O-])cc3)cc12`?
CHRM1 PAM: 9; CHRM4 agonist: 1; M5 ag: -4; M4 antag: -13; CHRM5 PAM: -4; CHRM5 antagonist: -1; CHRM4 PAM: 5; CRFR2-BP ag: 1.2; CRFR2-BP antag: 2

Results for Cc1ccc(-c2nc(CSCC(=O)NCC3CCCO3)c(C)o2)cc1 (stereo not given) ?
CHRM1 PAM: 4; CHRM4 agonist: 2; M5 ag: -2; M4 antag: -3; CHRM5 PAM: -3; CHRM5 antagonist: 7; CHRM4 PAM: 2; CRFR2-BP ag: -0.1; CRFR2-BP antag: -8

What do the screens show for `C=CCc1ccccc1OCCOc1ccc([N+](=O)[O-])cc1/C=N/NC(N)=O`?
CHRM1 PAM: -4; CHRM4 agonist: 2; M5 ag: -2; M4 antag: -6; CHRM5 PAM: -6; CHRM5 antagonist: 12; CHRM4 PAM: 0; CRFR2-BP ag: -1.0; CRFR2-BP antag: 3

Results for Cc1onc(-c2ccccc2)c1C(=O)NCCSCc1ccco1 ?
CHRM1 PAM: 11; CHRM4 agonist: 0; M5 ag: -2; M4 antag: 0; CHRM5 PAM: -6; CHRM5 antagonist: 5; CHRM4 PAM: 8; CRFR2-BP ag: 0.4; CRFR2-BP antag: 3

How did CCOC(=O)c1[nH]c2ccccc2c1NC(=S)Nc1cc(C)ccc1C do in these assays?
CHRM1 PAM: 5; CHRM4 agonist: 1; M5 ag: 1; M4 antag: 4; CHRM5 PAM: -2; CHRM5 antagonist: 3; CHRM4 PAM: -1; CRFR2-BP ag: -0.4; CRFR2-BP antag: -19

What do the screens show for `CCOc1ccc(/C=C/C(=O)OCC(=O)Nc2cccc(S(=O)(=O)N3CCCC3)c2)cc1`?
CHRM1 PAM: -8; CHRM4 agonist: 8; M5 ag: 1; M4 antag: 3; CHRM5 PAM: -15; CHRM5 antagonist: 11; CHRM4 PAM: -6; CRFR2-BP ag: 1.1; CRFR2-BP antag: 1

What do the screens show for `Cn1c(=O)c2cc(NC(=S)NC3CCCCC3)ccc2n1C/C=C/c1ccccc1`?
CHRM1 PAM: 1; CHRM4 agonist: 6; M5 ag: -2; M4 antag: -7; CHRM5 PAM: -2; CHRM5 antagonist: 5; CHRM4 PAM: -4

Results for CCOC(=O)NN1C(=O)c2ccccc2NC1c1ccccn1 (stereo not given) ?
CHRM1 PAM: 3; CHRM4 agonist: 0; M5 ag: 0; M4 antag: 1; CHRM5 PAM: 9; CHRM5 antagonist: 0; CHRM4 PAM: 0; CRFR2-BP ag: -0.3; CRFR2-BP antag: -1

Results for COc1cccc(NC(=O)C2CCN(S(=O)(=O)c3ccc(N4CCCC4=O)cc3)CC2)c1 ?
CHRM1 PAM: -12; CHRM4 agonist: 16; M5 ag: 6; M4 antag: -8; CHRM5 PAM: -15; CHRM5 antagonist: 10; CHRM4 PAM: -7; CRFR2-BP ag: -0.4; CRFR2-BP antag: -6

Results for COc1cccc(NC(=O)CN(C)CC(=O)NC(C)c2ccccc2)c1 (stereo not given) ?
CHRM1 PAM: 7; CHRM4 agonist: 0; M5 ag: 0; M4 antag: 8; CHRM5 PAM: 3; CHRM5 antagonist: 7; CHRM4 PAM: -13; CRFR2-BP ag: -2.2; CRFR2-BP antag: -4

What do the screens show for `CCOC(=O)C1CCN(c2nnc(N3CCCC3=O)s2)CC1`?
CHRM1 PAM: 6; CHRM4 agonist: 0; M5 ag: -2; M4 antag: -4; CHRM5 PAM: -2; CHRM5 antagonist: 2; CHRM4 PAM: 11; CRFR2-BP ag: -0.5; CRFR2-BP antag: 5

What do the screens show for `Cc1cccc(CNC(=O)C2CCC(=O)N(C3CCCCCC3)C2)c1` (stereo not given)?
CHRM1 PAM: 8; CHRM4 agonist: 3; M5 ag: -3; M4 antag: -1; CHRM5 PAM: -6; CHRM5 antagonist: 9; CHRM4 PAM: 4; CRFR2-BP ag: 1.2; CRFR2-BP antag: 0

How did COc1ccc(-c2c(C)nc3c(-c4ccsc4)cnn3c2N)cc1 do in these assays?
CHRM1 PAM: -4; CHRM4 agonist: 1; M5 ag: -1; M4 antag: -3; CHRM5 PAM: -4; CHRM5 antagonist: 7; CHRM4 PAM: 0; CRFR2-BP ag: 1.7; CRFR2-BP antag: -3

How did O=C(N/C(=C/c1ccc(Cl)cc1)c1nc2ccccc2[nH]1)c1ccco1 do in these assays?
CHRM1 PAM: 3; CHRM4 agonist: 3; M5 ag: 3; M4 antag: 0; CHRM5 PAM: -1; CHRM5 antagonist: -5; CHRM4 PAM: -10; CRFR2-BP ag: 1.0; CRFR2-BP antag: -28

How did Cc1cccc(CC(=O)N2CCC(N3CCC(C(=O)N4CCOCC4)CC3)CC2)c1 do in these assays?
CHRM1 PAM: 6; CHRM4 agonist: 2; M5 ag: -2; M4 antag: -3; CHRM5 PAM: -2; CHRM5 antagonist: 9; CHRM4 PAM: 7; CRFR2-BP ag: 1.3; CRFR2-BP antag: 1

How did Cc1c(C(=O)N2CCC2)oc2ccc(Br)cc12 do in these assays?
CHRM1 PAM: 6; CHRM4 agonist: 0; M5 ag: 0; M4 antag: -7; CHRM5 PAM: 10; CHRM5 antagonist: 3; CHRM4 PAM: 8; CRFR2-BP ag: 0.2; CRFR2-BP antag: -10

How did CC1(C(=O)NC2CCCCC2)CCC(=O)N1CCOc1ccccc1 (stereo not given) do in these assays?
CHRM1 PAM: 2; CHRM4 agonist: 1; M5 ag: -1; M4 antag: 2; CHRM5 PAM: -8; CHRM5 antagonist: 3; CHRM4 PAM: 10

Three structures from above, ordered by number of heavy atoms, lowest first.
How did Cc1c(C(=O)N2CCC2)oc2ccc(Br)cc12 do in these assays?
CHRM1 PAM: 6; CHRM4 agonist: 0; M5 ag: 0; M4 antag: -7; CHRM5 PAM: 10; CHRM5 antagonist: 3; CHRM4 PAM: 8; CRFR2-BP ag: 0.2; CRFR2-BP antag: -10

Results for COc1cccc(NC(=O)CN(C)CC(=O)NC(C)c2ccccc2)c1 (stereo not given) ?
CHRM1 PAM: 7; CHRM4 agonist: 0; M5 ag: 0; M4 antag: 8; CHRM5 PAM: 3; CHRM5 antagonist: 7; CHRM4 PAM: -13; CRFR2-BP ag: -2.2; CRFR2-BP antag: -4

What do the screens show for `CCOc1ccc(/C=C/C(=O)OCC(=O)Nc2cccc(S(=O)(=O)N3CCCC3)c2)cc1`?
CHRM1 PAM: -8; CHRM4 agonist: 8; M5 ag: 1; M4 antag: 3; CHRM5 PAM: -15; CHRM5 antagonist: 11; CHRM4 PAM: -6; CRFR2-BP ag: 1.1; CRFR2-BP antag: 1

New compounds follow.
What do the screens show for `COc1cccc(N2CCN(c3ncnc4c3[nH]c3ccc(F)cc34)CC2C)c1` (stereo not given)?
CHRM1 PAM: -21; CHRM4 agonist: 28; M5 ag: 7; M4 antag: 85*; CHRM5 PAM: -23; CHRM5 antagonist: 77*; CHRM4 PAM: -23; CRFR2-BP ag: -3.4; CRFR2-BP antag: -13

What do the screens show for `Cc1ccc2nc(SCC(=O)N3CCOCC3)[nH]c2c1`?
CHRM1 PAM: 8; CHRM4 agonist: 1; M5 ag: 1; M4 antag: 1; CHRM5 PAM: 7; CHRM5 antagonist: 0; CHRM4 PAM: 2; CRFR2-BP ag: -2.0; CRFR2-BP antag: 78*

Results for N=C1C(c2nc3ccccc3s2)=C(O)CN1NC(=O)c1ccc([N+](=O)[O-])cc1 ?
CHRM1 PAM: 7; CHRM4 agonist: 3; M5 ag: -5; M4 antag: 3; CHRM5 PAM: -4; CHRM5 antagonist: 9; CHRM4 PAM: 5; CRFR2-BP ag: -4.0; CRFR2-BP antag: 18

How did CCN(CC)C(=O)CSc1nc2ccc(NC(=O)CSc3nnc(N)s3)cc2s1 do in these assays?
CHRM1 PAM: 5; CHRM4 agonist: 4; M5 ag: 0; M4 antag: -1; CHRM5 PAM: -5; CHRM5 antagonist: 2; CHRM4 PAM: -7; CRFR2-BP ag: -0.1; CRFR2-BP antag: 0

How did CC(C)C(=O)NC(=S)Nc1ccc(S(=O)(=O)N2CCCC2)cc1 do in these assays?
CHRM1 PAM: -12; CHRM4 agonist: 6; M5 ag: -4; M4 antag: 14; CHRM5 PAM: -2; CHRM5 antagonist: 7; CHRM4 PAM: -9; CRFR2-BP ag: 0.5; CRFR2-BP antag: -7

What do the screens show for `Cc1ccc2oc(=O)cc(CN3CCCCC3)c2c1`?
CHRM1 PAM: 2; CHRM4 agonist: 0; M5 ag: -10; M4 antag: -14; CHRM5 PAM: 4; CHRM5 antagonist: -5; CHRM4 PAM: 0; CRFR2-BP ag: -0.1; CRFR2-BP antag: 11

How did C=CCN(c1ccc(C(=O)Nc2ccc3c(c2)OCO3)cc1)S(C)(=O)=O do in these assays?
CHRM1 PAM: -8; CHRM4 agonist: 2; M5 ag: -2; M4 antag: -13; CHRM5 PAM: -12; CHRM5 antagonist: 15; CHRM4 PAM: 10; CRFR2-BP ag: -0.2; CRFR2-BP antag: 7

Results for Cn1c(CNC(=O)CCNC(=O)c2ccc(Br)cc2)cc(=O)n(C)c1=O ?
CHRM1 PAM: 11; CHRM4 agonist: 0; M5 ag: -2; M4 antag: 4; CHRM5 PAM: 10; CHRM5 antagonist: -1; CHRM4 PAM: 5; CRFR2-BP ag: 2.5; CRFR2-BP antag: 6

Fetched by compound from the entries so far, 2 records:
How did C=CCN(c1ccc(C(=O)Nc2ccc3c(c2)OCO3)cc1)S(C)(=O)=O do in these assays?
CHRM1 PAM: -8; CHRM4 agonist: 2; M5 ag: -2; M4 antag: -13; CHRM5 PAM: -12; CHRM5 antagonist: 15; CHRM4 PAM: 10; CRFR2-BP ag: -0.2; CRFR2-BP antag: 7

How did CC(C)C(=O)NC(=S)Nc1ccc(S(=O)(=O)N2CCCC2)cc1 do in these assays?
CHRM1 PAM: -12; CHRM4 agonist: 6; M5 ag: -4; M4 antag: 14; CHRM5 PAM: -2; CHRM5 antagonist: 7; CHRM4 PAM: -9; CRFR2-BP ag: 0.5; CRFR2-BP antag: -7

Compound activity as filed in PubChem BioAssay.
